Bioassay records as filed in PubChem.
12-hLO inh – blocks human 12-lipoxygenase activity. Potency, µM (doses to about 57.1 µM), without a hit: at the top dose activity change, negative = inhibition, actives largely listed as inhibitors. AID 1452. 150,000 compounds, 0.12% hits. purified 12-hLO, xylenol orange hydroperoxide absorbance; note: potency is the fitted concentration of half-maximal effect; nearly all actives have a fitted effect of over 55% in size; many of its hits are not listed in these tables
Target sequence (P18054 whole entry, looked up): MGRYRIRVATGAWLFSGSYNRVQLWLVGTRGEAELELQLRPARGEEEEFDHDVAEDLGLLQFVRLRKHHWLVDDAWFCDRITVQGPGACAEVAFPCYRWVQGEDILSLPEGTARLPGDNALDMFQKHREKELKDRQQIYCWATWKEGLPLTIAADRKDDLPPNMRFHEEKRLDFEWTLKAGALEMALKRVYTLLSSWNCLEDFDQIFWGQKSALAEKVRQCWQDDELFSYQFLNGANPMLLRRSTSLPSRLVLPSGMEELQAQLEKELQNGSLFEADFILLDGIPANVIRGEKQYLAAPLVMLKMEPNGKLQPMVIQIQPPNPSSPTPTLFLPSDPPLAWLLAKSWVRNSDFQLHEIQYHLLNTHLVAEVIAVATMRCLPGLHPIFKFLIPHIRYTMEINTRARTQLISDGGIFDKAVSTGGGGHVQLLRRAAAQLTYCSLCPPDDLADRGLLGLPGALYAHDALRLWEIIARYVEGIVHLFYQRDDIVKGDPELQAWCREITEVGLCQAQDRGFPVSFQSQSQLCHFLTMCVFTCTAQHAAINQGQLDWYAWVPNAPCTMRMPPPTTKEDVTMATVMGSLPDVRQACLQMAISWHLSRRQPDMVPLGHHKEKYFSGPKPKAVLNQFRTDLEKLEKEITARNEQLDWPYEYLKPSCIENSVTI
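Purified human 12hLO (150 nM), preincubated 15 min with compound, then 40 uM arachidonic acid for 30 min, room temperature, Hepes pH 7.0 with 0.01% Triton X-100. Hydroperoxide detected by ferrous iron/xylenol orange; 573/405 nm absorbance ratio gives reaction progress.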
PNC assembly inh – blocks assembly of the perinucleolar compartment | PC3M PTB-GFP, PNC prevalence imaging, 16 h; active compounds read low | activity change (PNC), negative = inhibition, % at 10 µM | 140,000 compounds, 3.1% hits | AID 2417;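 active = readout at or below -70, meaning at least 70% loss of cells showing the perinucleolar compartment, a nuclear body marking cancer cells; inconclusive = readout between -30 and a set limit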;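 note: plate controls were DMSO wells for no effect and camptothecin positive control wells for full effect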
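Compounds are pinned in duplicate onto adhered PC3M cells stably expressing GFP-tagged PTB and incubated 16 h at 37 C. Cells are then fixed, nuclei stained with Hoechst, and PNC-positive cells counted.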
IMPase inh – membrane-permeable compound that blocks inositol monophosphatase; P97697; CHO-M1 cells, IP1 accumulation, HTRF TR-FRET ratio; inhibition (IP1 accumulation), % at 46.1 µM; 120,000 tested, under 10 active; active = well fitted curve in the direction sought with a large enough effect in the signal ratio, not every such curve was filed as active; inconclusive = small, poorly fitted or top-dose-only effect, or a change in a side signal; inactive = no such curve, though single readings can be large or run the other way; the % refers to the signal ratio;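 note: cells stimulated with carbachol in lithium chloride buffer; plate controls were DMSO basal wells for no effect and reference inhibitor wells for full effect; higher means more IMPase inhibition seen as more IP1 and lower FRET ratio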
Target sequence (P97697 whole entry, looked up): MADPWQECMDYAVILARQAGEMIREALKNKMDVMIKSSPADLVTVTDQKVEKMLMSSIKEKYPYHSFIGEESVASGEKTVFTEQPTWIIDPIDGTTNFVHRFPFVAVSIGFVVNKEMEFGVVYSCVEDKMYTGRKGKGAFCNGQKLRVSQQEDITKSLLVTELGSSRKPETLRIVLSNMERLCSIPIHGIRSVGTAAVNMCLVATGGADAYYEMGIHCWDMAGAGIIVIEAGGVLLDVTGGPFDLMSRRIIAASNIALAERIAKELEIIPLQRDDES
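In this qHTS, compounds (final up to 46 uM) act on CHO-M1 cells that are then activated through the M1 receptor with carbachol, in pH 7.4 buffer containing 50 mM LiCl, for 30 min. IP1 accumulation is quantified by the IP-One immunoassay.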
15-hLO-2 inh – 15-hLO-2 (ALOX15B) enzyme inhibition; O15296; purified 15hLO-2, xylenol orange hydroperoxide absorbance; Potency, µM (titrated, usually from 57.1 µM), without a hit: top-dose activity change, negative = inhibition, hits mostly inhibitors; 110,000 compounds, 0.56% hits; AID 881; note: potency is the fitted concentration of half-maximal effect; nearly all actives have a fitted effect of over 60% in size; many of its hits are not listed in these tables
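Read-out: hydroperoxide product oxidises ferrous iron, measured as xylenol orange complex via the 573-to-405 nm absorbance ratio after 30 min. Reaction: 50 nM enzyme, 15 min compound preincubation, 45 uM arachidonic acid, 90 min RT, Hepes pH 7.5 with Triton X-100.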
* marks the source's active call; other numbers are inactive results; ? = inconclusive; nt = no result given; [ ] = another dose, or the depositor's remark. Unless noted, calls come from the whole dose curve; as a rule, active = well fitted curve in the direction sought with a large enough effect; inconclusive = small, poorly fitted or top-dose-only effect, or another doubt; inactive = no such curve, though single readings can be large; an effect the other way counts as inactive or inconclusive. Unless noted, % is set by controls: 0 for no effect and ±100 for the full control effect. Not all compounds are listed. The share of hits here may be higher or lower than overall.

Each structure is followed by: 12-hLO inh	PNC assembly inh	IMPase inh	15-hLO-2 inh
1. CS(=O)(=O)N1N=C(c2ccco2)CC1c1ccc(Br)cc1 (configuration not stated)
 : 1%	-16	-6	nt
2. CN(Cc1ccccc1)c1nc2c(c(=O)[nH]c(=O)n2C)n1CCSc1nc2ccccc2[nH]1
 : -2%	4	1	8%
3. Cc1c(NC(=O)C2(c3ccc(Cl)cc3)CCCC2)c(=O)n(-c2ccccc2)n1C
 : -2%	-23	4	-4%
4. CCOC(=O)CSC1=Nc2ccccc2C2=NC(CC(=O)NCc3ccc4c(c3)OCO4)C(=O)N12 (configuration not stated)
 : -11%	?	13	-4%
5. Cc1ccc(CNC(=O)[C@H]2C[C@@H]2[C@H](NP(=O)(c2ccccc2)c2ccccc2)c2ccccc2)c(F)c1F
 : 0%	nt	nt	13%
6. Cc1cccc2nc(CSc3nc4ccc([N+](=O)[O-])cc4[nH]3)c(Br)n12
 : -1%	-19	5	nt
7. CCOC(=O)C1=C(N)N2C(=O)CSC2=C(C(=O)OC)C1
 : -1%	-10	-2	-8%
8. Cc1cccc(S(=O)(=O)c2c(N)n(/N=C/c3ccco3)c3nc4ccccc4nc23)c1
 : ?	0	-9	?
9. Cc1ccc(S(=O)(=O)CCC(=O)NCCN2C(=O)S/C(=C/c3ccc(F)cc3)C2=O)cc1
 : -5%	-29	9	nt
10. N#Cc1nc(COc2cccc(Cl)c2)oc1N1CCCC1
 : -1%	?	-1	-1%
11. CSc1nc2ccccc2cc1/C=C(\C#N)c1cccc(C)c1
 : -7%	53	0	-10%
12. COc1cccc(CNC(=O)Cn2c(=O)oc3ccccc32)c1OC
 : -1%	11	0	-4%
13. COc1ccc(CNc2nc3c(c(=O)[nH]c(=O)n3C)n2CCCc2ccccc2)cc1
 : -7%	50	4	-8%
14. Cc1ccc(/C=C/c2nnc(-c3ccc(C)cc3)o2)cc1
 : 3%	-7	?	7%
15. CC(=O)Nc1ccc(C(=O)CSc2nnc(-c3ccc(O)cc3)n2CC2CCCO2)cc1 (configuration not stated)
 : -2%	37	3	-3%
16. CCc1ccc(C(=O)COc2ccc(NC(C)=O)cc2)cc1
 : 2%	22	3	3%
17. CNC(=S)N1N=C(c2ccc(C)cc2)CC1c1ccc(OC)cc1 (configuration not stated)
 : ?	-16	-2	-14%
18. Cc1cc(C)cc(NC(=S)NCC2CCCO2)c1 (configuration not stated)
 : -9%	?	10	-17%
19. COCC(=O)Nc1cc(OC)cc(OC)c1
 : 0%	?	3	4%
20. Cc1cc(C(=O)N2CCN(c3ccccn3)CC2)c(C)o1
 : 1%	?	4	4%
21. CCO[C@H]1O[C@@H]([C@H](COCc2ccccc2)OCc2ccccc2)[C@@H](OCc2ccccc2)[C@H]1O
 : 3%[25.6 µM]	nt	16[20.6 µM]	7%[25.6 µM]
22. CCOC(=O)Cn1c(=O)oc2cc(S(=O)(=O)NC3CCCc4ccccc43)ccc21 (configuration not stated)
 : -4%	20	7	-7%
23. CC(=O)Nc1cccc(-c2cnc3ccccc3n2)c1
 : 1%	?	3	-12%
24. COc1ccc2nc(N=Nc3c(O)ccc4ccccc34)sc2c1
 : 2%	19	nt	nt
25. O=C(NCc1ccc(Cl)cc1)C1CCN(S(=O)(=O)c2cc([N+](=O)[O-])ccc2Cl)CC1
 : 4%	-29	1	nt
26. Cc1cccc(NC(=O)CN2C(=O)NC(Cc3ccccc3)C2=O)c1 (configuration not stated)
 : 0%	17	-4	-2%
27. CCc1ccc(C(=O)OCC(=O)Nc2cccc(S(=O)(=O)NC3=NCCCCC3)c2)cc1
 : -2%	15	nt	nt
28. COc1ccc(-n2c(SCC(=O)Nc3nccs3)nnc2-c2ccccc2)cc1
 : 5%	-22	5	-15%
29. CCOC(=O)/C=C1\SCC(=O)N1CC(O)CN1C(=O)CS/C1=C\C(=O)OCC
 : 9%	100	0	-28%
30. O=C1C2C(C(=O)N1Cc1cccnc1)C1C=CC2C12CC2 (configuration not stated)
 : 2%	?	6	-1%

Single records, as listed above. Screens in order: 12-hLO inh	PNC assembly inh	IMPase inh	15-hLO-2 inh
CNC(=S)N1N=C(c2ccc(C)cc2)CC1c1ccc(OC)cc1 (configuration not stated) in the list: ?	-16	-2	-14%
Cc1cccc(S(=O)(=O)c2c(N)n(/N=C/c3ccco3)c3nc4ccccc4nc23)c1 in the list: ?	0	-9	?
CSc1nc2ccccc2cc1/C=C(\C#N)c1cccc(C)c1 in the list: -7%	53	0	-10%
CCOC(=O)/C=C1\SCC(=O)N1CC(O)CN1C(=O)CS/C1=C\C(=O)OCC in the list: 9%	100	0	-28%
Cc1c(NC(=O)C2(c3ccc(Cl)cc3)CCCC2)c(=O)n(-c2ccccc2)n1C in the list: -2%	-23	4	-4%

Carrying on:
Each structure is followed by: 12-hLO inh	PNC assembly inh	IMPase inh	15-hLO-2 inh
31. O=C(Nc1c(-c2ccccc2)nc2c(Br)cc(Br)cn12)c1ccco1
 : -2%	13	?	2%
32. COC(=O)COc1ccc(Oc2cc(C)nc(SC)n2)nn1
 : -2%	35	-1	-1%
33. CCN(CC)CC(=O)Nc1c(Br)ccc2c1OCO2
 : 0%	-11	-1	6%
34. O=C1c2ccsc2SCCN1Cc1ccccc1Cl
 : -7%	0	10	2%
35. CCOC(=O)/C=C/C(=O)N1CCc2ccccc21
 : 0%	?	1	-4%
36. CC(C=O)Cc1ccc(C(C)(C)C)cc1 (configuration not stated)
 : 0%	nt	nt	7%
37. CCCCC(CC)CNCC(CC)CCCC (configuration not stated)
 : 0%	nt	nt	-1%
38. CCOC(=O)c1sc(NC(=O)c2ccco2)c(C#N)c1C
 : 2%	?	nt	nt
39. Cc1cccc(C)c1NC(=S)NC(=O)c1ccccc1F
 : -4%	-11	nt	nt
40. O=C(NC1CCN(C(=O)Nc2ccccc2)CC1)C1CCCCC1
 : 2%	?	7	5%
41. Cc1cccc(C)c1OCC(O)CN (configuration not stated)
 : -4%	2	-2	4%
42. Cc1c(NC(=O)CSc2nnnn2Cc2ccccc2)c(=O)n(-c2ccccc2)n1C
 : 0%	-1	-4	4%
43. Cc1ccn2c(CCc3nnc4cc(C)ccn34)nnc2c1
 : -4%[11.4 µM]	nt	nt	0%[11.4 µM]
44. CC(C)(C)c1ccc(C(=O)Nc2nnc(Cc3c[nH]c4ccccc34)s2)cc1
 : 1%	36	nt	nt
45. COc1ccc(C(=O)Nn2c(SCC(=O)NC3CCCC3)nc3ccccc3c2=O)cc1
 : -5%	13	6	-10%
46. COC(=O)c1c(NC(=O)CN2C(=O)NC(CCc3ccccc3)C2=O)sc2c1CCCCC2 (configuration not stated)
 : -1%	?	-1	nt
47. Cc1ccccc1Nc1cc(C)c2c(O)cccc2n1
 : -1%	-19	nt	nt
48. CCOC(=O)c1ccccc1NC(=O)COc1cc(=O)n(CC)c2ccccc12
 : 8%	-8	-6	-3%
49. CC(=O)c1cc(-c2ccccc2)n(CCC(=O)NC2CCCCC2)c1C
 : 3%	5	nt	nt
50. O=C(CN1CCN(c2ccc(F)cc2)CC1)c1ccc2c(c1)OCO2
 : -19%	?	2	-11%
51. CC(C)OC(=O)CSc1nnc(-c2ccccn2)n1-c1ccccc1
 : 3%	33	3	-3%
52. O=C(CN1CCN(c2ccccn2)CC1)Nc1cccc(C(F)(F)F)c1
 : -11%	26	5	9%
53. COC(=O)Cc1c(C)c2ccc(OC(=O)c3ccccc3)cc2oc1=O
 : -3%	-20	-3	4%
54. CCOC(=O)C1CCCN(C(=O)c2ccc(CS(=O)(=O)c3ccc(C)cc3)o2)C1 (configuration not stated)
 : -12%	-9	2	-1%
55. CC(C)(C)CC(C)(C)NCC(O)COc1c(F)cc(Br)cc1F (configuration not stated)
 : -2%	-6	7	24%
56. COc1cc(O)c2c(c1)C(=O)c1cc(C)cc(O)c1C2=O
 : -3%	nt	nt	15%
57. Cc1cccc(NC(=O)Cn2cnc3sc(C)c(S(=O)(=O)N4CCC(C)CC4)c3c2=O)n1
 : 5%	-100*	6	nt
58. O=C(c1cccs1)N1CCN=C1SCc1ccccc1
 : -1%	-25	-8	4%
59. O=C(COc1ccc(F)cc1)N(CC1=CCS(=O)(=O)C1)c1ccccc1
 : 0%	44	-9	0%
60. CCOc1ccc(/C=N/n2c(SC)nnc2-c2ccccc2)cc1OCC
 : -2%	-3	9	-9%

Entries listed so far marked active in PNC assembly inh:
Each structure is followed by: 12-hLO inh	PNC assembly inh	IMPase inh	15-hLO-2 inh
57. Cc1cccc(NC(=O)Cn2cnc3sc(C)c(S(=O)(=O)N4CCC(C)CC4)c3c2=O)n1
 : 5%	-100*	6	nt

New compounds follow.
Each structure is followed by: 12-hLO inh	PNC assembly inh	IMPase inh	15-hLO-2 inh
61. CCOc1ccc(CN2CCCN(C)CC2)cc1
 : -7%	?	-2	-3%
62. O=C(CCl)Nc1cccc(S(=O)(=O)N2CCCCCC2)c1
 : 3%	-7	-5	nt
63. COC(=O)CCc1n[nH]c(=O)[nH]c1=O
 : -2%	34	2	2%
64. c1cc(CNCCN2CCNCC2)ccn1
 : 0%[11.4 µM]	nt	nt	2%[11.4 µM]
65. COc1cccc(Cn2c(Oc3ccccc3)nc3c2c(=O)n(C)c(=O)n3C)c1
 : -1%	?	1	-2%
66. Cc1ccc(N2C(=O)N(CC(=O)N(C)Cc3ccccc3)C(=O)C2C)cc1 (configuration not stated)
 : -7%	-1	-1	-6%
67. CC(C(=O)Nc1ccccc1C(=O)N1CCCC1)n1nnc2ccccc21 (configuration not stated)
 : 2%	?	-5[1.84 µM]	-2%[11.4 µM]
68. O=C(NC(=S)N1CCN(c2ccc(C(F)(F)F)cc2[N+](=O)[O-])CC1)c1cccs1
 : -13%	-24	2	nt
69. COc1ccc(NC(=O)COC(=O)Cn2c(C)nc3ccccc32)cc1OC
 : 4%	25	-2	1%
70. COc1ccc2oc(-c3ccc(C)c(NC(=O)c4ccc(N5CCOCC5)c([N+](=O)[O-])c4)c3)nc2c1
 : -4%	15	-4	-8%
71. O=C(Nc1ccc(OCC(=O)N2CCN(S(=O)(=O)c3ccccc3)CC2)cc1)c1ccco1
 : 2%	48	-5	-1%
72. Cc1ccccc1NC(=S)NC(NC(=O)C(C)(C)C)C(Cl)(Cl)Cl (configuration not stated)
 : -11%	0	-17	-19%
73. CCc1ccc2nc(NC(=O)c3cc(C)on3)sc2c1
 : -1%	-9	0	5%
74. Cc1ccc(-c2nnc(SCC(=O)NC3CCCc4ccccc43)n2N)cc1 (configuration not stated)
 : -4%	?	nt	nt
75. C=CCn1cnc2c(c1=O)c1nc3ccccc3nc1n2/N=C/c1ccccn1
 : -8%	-10	17	-14%
76. NS(=O)(=O)c1ccc(CNC(=O)/C=C/c2ccccc2)cc1
 : 0%	-9	3	3%
77. O=C(NC1CC2CCC1C2)C1COc2ccccc2O1 (configuration not stated)
 : 2%	-86*	2	1%
78. Cc1ccc2c(c1)N(CC(=O)NCc1ccco1)C(=O)CO2
 : 1%	?	1	nt
79. COC(=O)c1cc(OC)c(OC)cc1NC(=O)Nc1ccc(OC)cc1OC
 : 0%	28	?	8%
80. CCCn1c(CN2CCN(C(=O)c3ccco3)CC2)nc2c1c(=O)n(C)c(=O)n2C
 : 5%	-12	-2	-1%
81. CCOC(=O)CSc1nc2ccc(C)cc2cc1C#N
 : 0%	33	-3	-3%
82. O=C(NS(=O)(=O)c1ccccc1)c1ccccc1
 : 7%	5	5	-7%
83. COc1ccccc1-n1c(=S)sc2c(=O)n(Cc3ccco3)c(SC)nc21
 : -10%	?	-6	?

Sorted by value in IMPase inh (falling): three of the compounds above.
Each structure is followed by: 12-hLO inh	PNC assembly inh	IMPase inh	15-hLO-2 inh
75. C=CCn1cnc2c(c1=O)c1nc3ccccc3nc1n2/N=C/c1ccccn1
 : -8%	-10	17	-14%
80. CCCn1c(CN2CCN(C(=O)c3ccco3)CC2)nc2c1c(=O)n(C)c(=O)n2C
 : 5%	-12	-2	-1%
72. Cc1ccccc1NC(=S)NC(NC(=O)C(C)(C)C)C(Cl)(Cl)Cl (configuration not stated)
 : -11%	0	-17	-19%
